PglD inh: PglD (C. jejuni) enzyme inhibition; purified PglD enzyme, DTNB colorimetric CoA detection; inhibition, % at 12.5 µM; 360,000 compounds, 0.098% hits; in the data active = inhibition above about 16%, passing the limit was not always enough; inconclusive = no clear call, values can overlap the other calls; note: strong numbers were not always called active
Cneo AK release: Cryptococcus neoformans lysis via adenylate kinase release; 360,000 compounds, 0.2% hits; lysis activity, % at 15 µM; C. neoformans lysis, adenylate kinase release luminescence, 4 h; normalised: neutral wells 0, clomiphene wells 100;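 active = mean lysis activity across replicates of at least 80%, whatever share of replicates individually reach that level; inactive = mean lysis activity below 80%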
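Assay system: Cryptococcus neoformans yeast cells / Dosing: single-point compound dose / Timing: 4 h at 37 °C static, read 1 h later / Measured by: luminescence of released adenylate kinase using an AK detection reagent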
RAD54 inh: inhibitors of human RAD54 branch migration; RAD54 Holliday junction branch migration, FAM/BHQ fluorescence; inhibition, % at 10.4 µM; 360,000 compounds, 0.14% hits; AID 602329;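 active = mean normalized replicate activity at least 40 and at least half of replicates scoring 40 or more; inconclusive = only one of the two criteria met; inactive = mean below 40 and under half of replicates reaching 40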;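 note: 0% = median of neutral control wells and 100% = median of positive control wells; inhibitors cause a drop in the FAM fluorescence signal; in these data hits start at about 50%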
miR122 inh: miR-122 inhibition in Huh7 cells | activation (reporter increase), % at 12.5 µM | AID 602342 | Huh7 miR-122 Renilla luciferase sensor, 48 h; neutral wells = 0, positive control = 100 | 340,000 compounds, 0.3% hits;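 active = mean replicate activation score at least 90 and every replicate individually at or above 90; inconclusive = only one of the two criteria met; inactive = neither criterion met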;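 note: higher luciferase means less miR-122 activity so hits act as miR-122 inhibitors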
RAD52 anneal inh: blocks human RAD52 DNA annealing; P43351; recombinant RAD52 DNA annealing, FRET fluorescence; inhibition, % at 18.7 µM; 360,000 compounds, 0.46% hits; AID 651710;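 active = every replicate showing at least 50% inhibition; inconclusive = mean inhibition at least 50% but not in every replicate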
Target sequence (P43351 whole entry, looked up): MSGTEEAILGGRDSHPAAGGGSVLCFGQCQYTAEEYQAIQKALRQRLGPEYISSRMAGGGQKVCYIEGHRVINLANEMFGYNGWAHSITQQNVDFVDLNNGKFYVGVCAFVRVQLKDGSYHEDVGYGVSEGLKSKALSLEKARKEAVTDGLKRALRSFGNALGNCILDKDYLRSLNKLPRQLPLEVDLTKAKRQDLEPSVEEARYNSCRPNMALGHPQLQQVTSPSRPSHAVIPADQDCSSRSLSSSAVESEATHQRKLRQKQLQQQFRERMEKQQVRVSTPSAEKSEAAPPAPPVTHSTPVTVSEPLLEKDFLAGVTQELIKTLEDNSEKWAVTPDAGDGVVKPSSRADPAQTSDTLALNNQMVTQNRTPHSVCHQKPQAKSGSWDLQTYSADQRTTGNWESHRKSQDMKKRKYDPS
ERAP1 HTS inh: ERAP1 (human) enzyme inhibition; Q9NZ08; inhibition, % at 10.7 µM; AID 652197; recombinant ERAP1, Leu-AMC fluorescence, 60 min; 340,000 compounds, 0.15% hits;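 active = mean replicate inhibition of at least 30%, or all replicates individually reaching that 30% level; inactive = mean below 30% and not every replicate reaching it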;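 note: 0% = neutral control wells and 100% = L-leucinethiol positive control wells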
PGC1a acetyl inh: modulators of PGC1a acetylation; inhibition, % at 15.6 µM; U2OS PGC1a acetylation, AlphaScreen anti-acetyl-lysine; with virally co-expressed GCN5 acetyltransferase; 350,000 compounds, 0.17% hits; AID 651687;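 active = every replicate shows inhibition of at least 40%; inconclusive = mean inhibition at least 40% but some replicate below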;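 note: 0% = neutral control wells and 100% = positive control wells; some results beyond the cut were filed as inactive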
E-selectin induc: E-selectin induction on HUVECs; P16581; HUVEC E-selectin immunofluorescence imaging; normalized: neutral wells 0, TNF-alpha wells 100; activation, % at 7.58 µM; 260,000 compounds, 0.37% hits;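 active = mean E-selectin-positive cell signal at least 10% of the positive control, reached in at least 60% of replicates, without over 20% cell loss; inconclusive = no rule given, readout overlaps actives, possibly toxicity-flagged; inactive = the rest, including those meeting only one limit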;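 note: in these data hits start at about 27%; measured in HUVEC primary endothelial cells; signal is the percent of cells scored E-selectin positive by PE staining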
Target sequence (P16581 whole entry, looked up): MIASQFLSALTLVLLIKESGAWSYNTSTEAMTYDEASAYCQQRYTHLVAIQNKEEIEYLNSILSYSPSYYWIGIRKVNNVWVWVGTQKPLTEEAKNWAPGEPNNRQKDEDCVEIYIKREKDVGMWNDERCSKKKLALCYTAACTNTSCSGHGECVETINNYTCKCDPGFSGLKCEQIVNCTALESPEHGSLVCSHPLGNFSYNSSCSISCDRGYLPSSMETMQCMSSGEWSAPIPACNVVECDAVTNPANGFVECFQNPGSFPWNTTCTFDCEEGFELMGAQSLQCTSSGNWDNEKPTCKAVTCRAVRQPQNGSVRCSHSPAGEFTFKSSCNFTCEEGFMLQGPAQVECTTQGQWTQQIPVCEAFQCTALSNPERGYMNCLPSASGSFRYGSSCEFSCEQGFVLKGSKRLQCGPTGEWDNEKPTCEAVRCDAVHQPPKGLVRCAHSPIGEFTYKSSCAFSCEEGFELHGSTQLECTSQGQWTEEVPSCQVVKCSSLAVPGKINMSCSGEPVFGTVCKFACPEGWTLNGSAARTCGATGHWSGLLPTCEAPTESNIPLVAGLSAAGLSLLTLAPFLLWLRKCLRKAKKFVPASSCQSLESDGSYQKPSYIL
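Assay system: HUVEC primary endothelial cells. Input: 3,000 HUVEC seeded per well. Doses: one compound dose added by pin transfer. Read-out basis: % PE-positive cells. Benchmarks: TNF-alpha high, DMSO low. Detection: immunofluorescence imaging. Buffer or medium: EGM-2, gelatin.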
Starred values were filed as active, the others as inactive; u = inconclusive; x = not tested or not shown; & = joins results of further samples; [ ] = dose if it differs, or a comment.

SMILES | PglD inh | Cneo AK release | RAD54 inh | miR122 inh | RAD52 anneal inh | ERAP1 HTS inh | PGC1a acetyl inh | E-selectin induc
C[C@H](CO)N1C[C@H](C)[C@H](CN(C)S(=O)(=O)c2ccccc2)Oc2c(NC(=O)c3ccc(-c4nccs4)cc3)cccc2C1=O | 2 | 51 | 4 | 1[16.7 µM] | -9 | -2 | -4 | 0.2
CCOC(=O)c1ccc(P(=O)(c2ccccc2)c2ccccc2)cc1 | -7 | -1 | -11 | x | 3 | 1 | x | x
COC(=O)c1ccc(C)c(NC(=O)Cn2cnc3ccccc3c2=O)c1 | 0 | 9 | -9 | -4 | x | x | -3 | x
CO[C@@H]1CN(C)C(=O)c2ccc(NC(=O)c3cccc(F)c3)cc2OC[C@@H](C)NC[C@@H]1C | -2 | -4 | -7 | 24[16.7 µM] | -14 | -2 | 1 | -0.1
COc1ccc(C(=O)Nc2ccc(S(=O)(=O)N3CCc4ccccc43)cc2)cc1 | -1 | 2 | -10 | 16 | x | x | x | x
Cc1ccc(C(=O)N(C)CC(=O)Nc2ccc(Cl)c(C(F)(F)F)c2)cc1S(=O)(=O)N1CCCCC1 | 2 | -1 | 3 | 4 | -16 | -3 | -10 | x
Cn1c(=O)[nH]c(=O)c2c1nc(NCCCn1ccnc1)n2Cc1ccccc1 | 4 | 4 | 3 | 9 | x | x | -3 | x
O=C(COC(=O)c1n[nH]c2ccccc12)NCc1ccccc1 | 10 | -2 | 1 | 1 | x | x | -2 | x
C=CCNC(=O)/C(C#N)=C/c1ccc(C(=O)O)cc1 | 3 | 2 | -5 | 3 | -20 | 2 | 1 | -2.7
CCCCn1c2ccc(C)cc2c2nnc(SCCN3CCCCC3)nc21 | -3 | 1 | 41 | -5 | 22 | -1 | -2 | x
COc1cccc(CN2CCN(CC(=O)Nc3ccccc3Cl)CC2)c1 | -3 | 9 | 9 | -2 | x | x | 1 | x
COc1ccc(NC(=O)CSc2ncnc3c2cnn3Cc2ccccc2)cc1 | 1 | 1 | 2 | -9 | x | x | -1 | x
O=C(C[C@@H]1C[C@H]2c3cc(NC(=O)Nc4ccc(C(F)(F)F)cc4)ccc3O[C@H]2[C@H](CO)O1)NCc1ccccn1 | -1 | -6 | 4 | 3[16.7 µM] | 2 | 0 | -2 | -0.3
C[C@@H]1CN([C@H](C)CO)C(=O)c2cc(NC(=O)Nc3cccc4ccccc34)ccc2O[C@H]1CN(C)Cc1ccncc1 | -2 | 3 | 12 | 3[16.7 µM] | 9 | 0 | 0 | -0.5
COCCCNC(=S)N/N=C/c1ccc(O)cc1 | -2 | -2 | 16 | 12 | -26 | x | 3 | x
COc1ccc(CCNC(=O)CNCCc2ccc(F)cc2)cc1 | -4 | 5 | 10 | 6 | -11 | -11 | -1 | -0.1
C#CCNC(=O)C1=C[C@@H](c2csc3ccccc23)C[C@@H](OCc2ccc(CO)cc2)O1 | 2 | -3&-3 | -1 | 7 | -30&-58 | 3&-2 | -22&-17 | 0.5
O=C(Nc1cc(F)ccc1F)C1CCN(S(=O)(=O)c2cccc3nonc23)CC1 | 0 | -2 | -8 | 0 | -5 | -3 | 13 | x
CCc1ccccc1N1CN(Cc2cccnc2)CNC1=S | 8 | 3 | -21 | 5 | -16 | 3 | -2 | -0.2
COCCn1c(=NC(=O)CSCC(=O)N2CCOCC2)sc2cc(C)ccc21 | 2 | 0 | -9 | -4 | -8 | 1 | 5 | x
N#C[C@H]1[C@H](c2ccccc2)[C@H](CO)N1C(=O)c1cc(Cl)cc(Cl)c1 | 0 | 0 | 10 | x | 10 | -1 | -1 | 0.9
CCN(CC)S(=O)(=O)c1cccc2nsnc12 | -7 | -2 | 5 | -2 | x | x | x | x
O=C(NCc1ccccc1F)c1ccncc1 | -5 | -4 | 5 | x | -6 | -4 | x | x
COc1ccc(S(=O)(=O)N2CCCC2CNC(=O)C(=O)NCc2ccco2)cc1 (configuration not stated) | 2 | 5 | 0 | -6 | -29 | -3 | -1 | -0.7
CCN(CC)CCNC(=O)CS(=O)Cc1nc(-c2ccccc2Cl)oc1C (configuration not stated) | -1 | -2 | -4 | 3 | x | x | 1 | x
O=S(=O)(c1ccc(F)cc1)N1CCN(C(=S)NC2CC2)CC1 | 1 | 1 | 9 | -4 | -13 | 2 | -6 | x
O=C(CCSCCC(=O)NN=Cc1ccc(F)cc1)NN=Cc1ccc(F)cc1 | -4 | -1 | -2 | x | -15 | -8 | -2 | 0.1
Cc1cc(C)c(NC(=O)CNC(=O)COC(=O)C2CCN(c3ccc(C(F)(F)F)cn3)CC2)c(C)c1 | -1 | 0 | -2 | -9 | -12 | -3 | 14 | 1.7
Cc1ccc(C)c(NC(=O)c2sc(Cl)nc2C)c1 | 4 | 1 | 3 | -10 | -3 | 1 | -7 | -1.1
Cc1ccsc1C(=O)N1CCCC(C)(C(=O)NS(=O)(=O)C2CC2)C1 (configuration not stated) | -4 | -1 | -1 | 3 | 0 | 3 | 1 | 0.2
CC(=O)CC(C)(C)n1nnc(-c2ccccc2)n1 | -6 | -3 | -8 | -5 | x | x | -3 | x
CCc1c(C)nc(N2CCN(c3ccccc3F)CC2)[nH]c1=O | 4 | 0 | -1 | 2 | 5 | x | x | u
CCOc1ccccc1NC(=O)CCNS(=O)(=O)c1ccc(NC(C)=O)cc1 | -2 | 2 | -12 | 4 | -6 | -2 | 5 | 2.8
CC(C)NC(=O)N[C@@H]1CC[C@H](CCn2cc(-c3ccc(F)cc3)nn2)O[C@H]1CO | 1 | -2 | -4 | x | 20 | 2 | -6 | 0.7
O=c1c2ccccc2oc2nc(C3CCCCC3)n(Cc3ccco3)c(=O)c12 | 0 | 0 | 9 | 0 | x | x | 5 | x
C[C@H]1CN([C@@H](C)CO)C(=O)c2cc(NC(=O)C3CCCCC3)ccc2O[C@H]1CN(C)Cc1ccc(C(=O)O)cc1 | -2 | -5 | 5 | -7[16.7 µM] | 6 | 0 | 6 | x
CCC(=O)c1ccc(OCC(=O)Nc2ccc(N3CCOCC3)cc2N2CCOCC2)cc1 | -1 | 1 | -3 | -5 | -16 | -3 | 3 | 0.2
O=C1CCC(C(=O)NCc2ccc3c(c2)OCO3)N1 (configuration not stated) | x | x | x | x | -11 | -2 | -1 | 4.0
O=C(CCNC(=O)C1CCN(S(=O)(=O)c2ccccc2)CC1)NCc1ccc(Cl)cc1Cl | -2 | 3 | 2 | -4 | 0 | 7 | 3 | 0.0
C[C@H]1CN([C@@H](C)CO)C(=O)c2cc(C#CC3CCCC3)cnc2O[C@@H]1CN(C)C(=O)C1CC1 | 0 | -1 | 15 | 0[16.7 µM] | -16 | -2 | -4 | -0.5

Shown with tabs: part of the list above
SMILES	PglD inh	Cneo AK release	RAD54 inh	miR122 inh	RAD52 anneal inh	ERAP1 HTS inh	PGC1a acetyl inh	E-selectin induc
CCOc1ccccc1NC(=O)CCNS(=O)(=O)c1ccc(NC(C)=O)cc1	-2	2	-12	4	-6	-2	5	2.8
CC(C)NC(=O)N[C@@H]1CC[C@H](CCn2cc(-c3ccc(F)cc3)nn2)O[C@H]1CO	1	-2	-4	x	20	2	-6	0.7
O=c1c2ccccc2oc2nc(C3CCCCC3)n(Cc3ccco3)c(=O)c12	0	0	9	0	x	x	5	x
C[C@H]1CN([C@@H](C)CO)C(=O)c2cc(NC(=O)C3CCCCC3)ccc2O[C@H]1CN(C)Cc1ccc(C(=O)O)cc1	-2	-5	5	-7[16.7 µM]	6	0	6	x
CCC(=O)c1ccc(OCC(=O)Nc2ccc(N3CCOCC3)cc2N2CCOCC2)cc1	-1	1	-3	-5	-16	-3	3	0.2
O=C1CCC(C(=O)NCc2ccc3c(c2)OCO3)N1 (configuration not stated)	x	x	x	x	-11	-2	-1	4.0
O=C(CCNC(=O)C1CCN(S(=O)(=O)c2ccccc2)CC1)NCc1ccc(Cl)cc1Cl	-2	3	2	-4	0	7	3	0.0
C[C@H]1CN([C@@H](C)CO)C(=O)c2cc(C#CC3CCCC3)cnc2O[C@@H]1CN(C)C(=O)C1CC1	0	-1	15	0[16.7 µM]	-16	-2	-4	-0.5

Continuation:
SMILES | PglD inh | Cneo AK release | RAD54 inh | miR122 inh | RAD52 anneal inh | ERAP1 HTS inh | PGC1a acetyl inh | E-selectin induc
CC(C)NC(=O)Nc1ccc2c(c1)C(=O)N([C@H](C)CO)C[C@H](C)[C@H](CN(C)S(=O)(=O)c1ccc(Cl)cc1)OCCCC[C@H](C)O2 | 2 | 0 | -7 | -7[16.7 µM] | 2 | 1 | -3 | x
Cc1ccc(C(=O)CSc2nnc(-c3ccccc3N)n2C)cc1C | 3 | -1 | -1 | 6 | 4 | 3 | 0 | x
C[C@@H]1CCCCO[C@@H](CN(C)C(=O)Nc2ccc(F)cc2)[C@H](C)CN([C@@H](C)CO)C(=O)c2cc(NC(=O)c3ccncc3)ccc2O1 | 1 | -1 | -8 | 2[16.7 µM] | 8 | 0 | 5 | -0.1
COc1ccc(CNC(=O)c2ccc(NC(=O)CC3SC(N4CCCC4)=NC3=O)cc2)cc1 (configuration not stated) | x | 1 | -10 | 9 | x | x | 7 | x
CC1=C(C(=O)N2CCOCC2)CC(CC(=O)NCCc2ccccn2)C(=O)N1Cc1ccc(F)cc1 (configuration not stated) | -4 | 2 | 8 | 2 | -23 | x | 9 | 1.9
Oc1ccccc1-c1cc(-c2ccc3c(c2)OCCO3)n[nH]1 | -3 | -29 | 3 | 19 | x | x | 2 | x
Cc1cc(OC(C)C(=O)NCC2CCCO2)cc(C)c1Cl (configuration not stated) | 5 | 0 | 6 | -2 | -12 | -2 | -1 | 0.2
O=C(Nc1ccc(Cl)cn1)Nc1ccccc1F | -1 | 5 | -3 | 4 | x | x | -1 | x
C=C1CCC[C@]2(C)C[C@H]3OC(=O)C(CNC(C)(CO)CO)[C@H]3CC12 (some centres not stated) | -6 | -6 | 9 | -4 | -14 | -3 | 26 | -0.1
CC(C)NC(=O)Nc1ccc2c(c1)C(=O)N([C@@H](C)CO)C[C@H](C)[C@H](CN(C)C(=O)NC1CCCCC1)OCCCC[C@@H](C)O2 | 0 | 0 | 0 | 1[16.7 µM] | -11 | -1 | 6 | -0.3
CCC12CN3CCN(CC(C3)/C1=N\NC(=O)Nc1ccccc1)C2 | 1 | -4 | -4 | -1 | x | x | 6 | x
CC(=O)c1cccc(S(=O)(=O)Nc2cc(C(F)(F)F)ccc2N2CCOCC2)c1 | -2 | -1 | 4 | 9 | 1 | -4 | -6 | -2.7
O=C(CCn1nc(-c2ccc(Cl)cc2)ccc1=O)NCc1cccnc1 | 1 | -4 | -9 | 1 | x | x | -1 | x
CCOC(=O)c1c(C)nc2c(c1-c1cc(OC)ccc1OC)C(=O)c1ccccc1-2 | 1 | -2 | -6 | 5 | -14 | -3 | x | x
CCN(CC)S(=O)(=O)c1ccc2c(c1)N(CC(=O)NCCc1ccc(S(N)(=O)=O)cc1)C(=O)CO2 | -3 | 0 | -5 | -2 | -6 | 14 | 12 | x
O=C(Nc1c[nH]c(=O)[nH]c1=O)OCc1ccccc1 | 4 | -2 | -1 | 0 | -157 | -7 | -3 | 1.7
